TAAR1 antag: antagonists of human TAAR1; CHO RD-HGA16 TAAR1, Fluo-8 calcium fluorescence, antagonist; inhibition, % at 3 µM; actives 1.5% (n = 360,000);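 active means inhibition above a per-plate cutoff, the mean inhibition of test compounds on that plate plus 3 SD, cut at about 49% in these data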;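 further: 0% = DMSO plus EC80 beta-PEA response and 100% = DMSO alone without agonist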
Target sequence (Q96RJ0 whole entry, looked up): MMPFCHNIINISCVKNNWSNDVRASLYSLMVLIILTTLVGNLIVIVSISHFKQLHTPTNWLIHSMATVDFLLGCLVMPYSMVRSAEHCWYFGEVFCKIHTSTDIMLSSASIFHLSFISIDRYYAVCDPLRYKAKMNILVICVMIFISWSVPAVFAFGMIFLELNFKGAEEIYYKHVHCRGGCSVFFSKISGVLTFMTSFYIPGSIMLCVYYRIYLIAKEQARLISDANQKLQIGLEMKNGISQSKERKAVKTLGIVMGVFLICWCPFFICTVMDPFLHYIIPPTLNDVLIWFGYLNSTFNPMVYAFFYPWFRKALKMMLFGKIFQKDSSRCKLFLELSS
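Test system: CHO RD-HGA16 cells bearing hTAAR1 | Reagent: β-PEA, EC80 | Compound dosing: 3 µM, single point | Schedule: Dye loading 75 min at 37 °C, then 30 min room temperature | Signal: Calcium fluorescence with Fluo-8 | Evaluation: Percent inhibition of PEA-evoked calcium signal, max/basal emission ratio | Control set: DMSO-only wells and EC80 β-PEA-stimulated wells | Repeats: Singlicate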
M1 antag: blocks human M1 muscarinic receptor. CHO-K1 hM1, Fluo-8 calcium fluorescence, ACh EC80 antagonist. inhibition, % at 3 µM. actives 1.3% (n = 360,000);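 active means percent inhibition above its own plate's cutoff, namely the mean of that plate's compound wells plus 3 SD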;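 further: peak over basal fluorescence ratio during 140 s after agonist addition; 0% = ACh EC80 plus DMSO and 100% = DMSO alone without agonist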
M1 PAM: human CHRM1 positive allosteric modulation | CHO-K1 hM1, Fluo-8 calcium fluorescence, ACh EC20; 0% = ACh EC20, 100% = maximal ACh | AID 588819 | actives 0.088% (n = 360,000) | activation, % at 3 µM; in the data active means activation above about 19%, passing the limit was not always enough
OXTR agonist: activates the human oxytocin receptor. CHO-OTR cells, Fluo-8 calcium fluorescence; normalized: DMSO 0%, oxytocin 100%. activation, % at 3 µM. actives 0.32% (n = 320,000). AID 2435;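 active means activation above the mean of all tested compounds plus 3 SD, cutoff set per screening run, cut at about 20% in these data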;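 further: peak over basal fluorescence ratio from a 100 s FLIPR kinetic read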
OXTR potentiate: potentiators of human oxytocin receptor; P30559; CHO-OTR cells, Fluo-8 calcium fluorescence, potentiator mode; 0% = oxytocin EC15, 100% = EC100; actives 0.061% (n = 320,000); activation, % at 3 µM;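 active means activation above that plate's cutoff, the mean activation of tested compounds plus 3 SD, cut at about 6.6% in these data, passing the limit was not always enough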;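 further: 100% uses oxytocin at 75 nM as the full agonist control; some results filed as inactive read as strong as hits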
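Replication – single well per compound, singlicate · Assay system – CHO cell line stably expressing human OTR · Timing – 6 min pre-incubation, 100 s read · Measure – normalized max/min fluorescence ratio, % activation · Doses – 3.0 µM, one dose · Detection – Fluo-8 calcium dye fluorescence · Probe or stimulus – oxytocin near EC15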
CHO parental Ca: signal in parental CHO cells, OX1R antagonist counter-screen. parental CHO-K1, ATP-induced calcium, Fluo-8 fluorescence. inhibition, % at 5.6 µM. actives 0.63% (n = 330,000);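 active means inhibition above that plate's mean sample inhibition plus 3 SD, cut at about 26% in these data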;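 further: 0% = ATP-challenged DMSO wells and 100% = DMSO wells without ATP; some compounds past the cut are filed as inactive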
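Material: parental CHO cells / Compound: single nominal dose of 5.6 µM per compound / Signal: Fluo-8 fluorescence / Replicates: singlicate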
CHRM1 agonist: human M1 muscarinic receptor agonism | P11229 | CHO-K1 hM1, Fluo-8 calcium fluorescence, agonist mode; 0% DMSO, 100% acetylcholine EC100 | activation, % at 3 µM | actives 0.33% (n = 360,000);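 active means activation above the run's mean compound activation plus 3 SD, cut at about 16% in these data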;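 further: peak over basal fluorescence ratio within a 140 s kinetic read after compound addition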
V1aR counter: counter-screen for oxytocin receptor agonists: human V1a receptor agonists. P37288. CHO-V1R cells, Fluo-8 calcium fluorescence, agonist mode; 0% DMSO, 100% 3 nM vasopressin. activation, % at 3 µM. actives 0.25% (n = 320,000). AID 2797;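 active means activation above the mean activation of all tested compounds plus 3 SD, per screening run, cut at about 20% in these data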;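 further: signal is peak over basal fluorescence ratio across a 100 second FLIPR read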
Target sequence (P37288 whole entry, looked up): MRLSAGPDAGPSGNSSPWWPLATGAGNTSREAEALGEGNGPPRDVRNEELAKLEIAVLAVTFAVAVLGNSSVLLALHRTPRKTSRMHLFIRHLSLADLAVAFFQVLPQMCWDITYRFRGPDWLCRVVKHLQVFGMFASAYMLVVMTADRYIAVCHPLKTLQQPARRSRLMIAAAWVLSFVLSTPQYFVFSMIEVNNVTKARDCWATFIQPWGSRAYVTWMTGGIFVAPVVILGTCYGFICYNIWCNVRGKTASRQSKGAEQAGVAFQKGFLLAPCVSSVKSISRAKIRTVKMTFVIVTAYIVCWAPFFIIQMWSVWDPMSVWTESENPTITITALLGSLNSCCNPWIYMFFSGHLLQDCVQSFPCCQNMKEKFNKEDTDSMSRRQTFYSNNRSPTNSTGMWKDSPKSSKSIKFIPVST
TAAR1 ag: human TAAR1 agonism; CHO RD-HGA16 TAAR1, Fluo-8 calcium fluorescence; vehicle wells 0%, saturating PEA agonist 100%; activation, % at 3 µM; actives 0.99% (n = 360,000);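 active means activation above the mean activation of all test compounds in the run plus 3 SD, cut at about 38% in these data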
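test system = CHO RD-HGA16 cells carrying human TAAR1 plus Gα16 | schedule = 17-24 h seeding, 75 min 37 °C dye, 30 min RT | compound dosing = 3 µM single concentration | control set = DMSO and PEA EC100 | replicates = n 1 | signal = Fluo-8 fluorescence, 5 s baseline then 140 s kinetic read | measure = percent activation vs PEA EC100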
* marks the source's active call; other numbers are inactive results; nt = no result given.

1) Cc1cc(C)n(-c2nc3ccccc3c(=O)n2OCCOc2ccccc2)n1
2) CC(C)(C)n1nnnc1C(c1ccc(Cl)cc1)N1CCSCC1 (configuration not stated)
3) COC(=O)[C@]1(C)N[C@H](CN(C)C(C)=O)[C@@H]2C(=O)N(C)C(=O)[C@@H]21
4) CC(C)CCOCC1CC2(CC(C)(c3csc(N)n3)OC2=O)C(=O)O1 (configuration not stated)
5) CC(C)(NC(=O)N1CCOCC1)c1cccc(C(C)(C)NC(=O)N2CCOCC2)c1
6) COC(C[C@@H]1O[C@H]1[C@H](O)[C@@H](C)OCc1ccccc1)OC
7) Cn1cc(C(=O)N/N=C/C2=C(N3CCOCC3)C(=C/c3ccc([N+](=O)[O-])cc3)/CC2)ccc1=O
8) Clc1ccc(-n2cccc2/C=N/n2cnnc2)cc1
9) COc1ccc(-c2ncccc2OC(=O)C23CC4CC(CC(C4)C2)C3)cc1
10) Cc1ccc(C)c(Cc2c(C)nc(C)[nH]c2=O)c1
assay / entry,1,2,3,4,5,6,7,8,9,10
TAAR1 antag,-4,-27,-13,-13,-5,nt,3,4,2,7
M1 antag,-15,-9,-1,-3,-32,nt,1,-52,9,-5
M1 PAM,9,7,3,1,13,nt,14,15,-5,2
OXTR agonist,-2.5,-2.5,2.3,-0.3,2.0,-1.2,0.1,-1.8,-2.1,-0.9
OXTR potentiate,-9,-1,4,-19,-1,-4,-2,-8,-2,-6
CHO parental Ca,-26,-11,-9,-16,-5,-10,-5,-5,-20,-17
CHRM1 agonist,-5,-2,1,-2,-2,nt,2,-1,-4,-5
V1aR counter,-1.2,-1.8,0.3,0.8,1.3,-0.1,1.0,-0.3,-0.9,0.1
TAAR1 ag,5,0,1,5,5,nt,2,9,3,0

Screen by screen, as entered above:
Entries 4–10 in M1 antag, in turn: -3, -32, nt, 1, -52, 9, -5
Entries 4–10 in OXTR agonist, in turn: -0.3, 2.0, -1.2, 0.1, -1.8, -2.1, -0.9
Entries 4–10 in TAAR1 ag, in turn: 5, 5, nt, 2, 9, 3, 0

Continued.
11) CC1CCN(C(=O)c2cc3nc(-c4ccccc4)cc(-c4ccccc4)n3n2)CC1
12) CCc1ccc(/C=C2\SC(=S)N(CCCC(=O)N(CCO)c3ccccc3)C2=O)cc1
13) Fc1ccc(-c2nc3ccc(Cl)cn3c2Cc2ccsc2)cc1
14) CCn1c(=O)c2[nH]c(SC)nc2n(CC)c1=O
15) COc1ccc(NC(=O)C/C(C)=N/NC(=O)CCc2ccccc2)c(OC)c1
16) COc1ccc(Cl)cc1NC(=O)CN(C)S(=O)(=O)c1cccs1
17) N#CC1=C(N)N(c2ccc(F)cc2)C(=O)C1
18) CCN1CCSc2ccc(C(=O)NCc3ccccc3F)cc21
19) COc1ccc(NC(=O)CC(C)n2ccnc2)cc1 (configuration not stated)
20) Cn1nccc1/C=N\NC(=O)c1ccc(Cl)cc1
assay / entry,11,12,13,14,15,16,17,18,19,20
TAAR1 antag,2,23,15,-19,-10,-5,-10,-18,-5,-23
M1 antag,-5,2,-29,-25,0,-9,6,0,4,-17
M1 PAM,2,0,4,15,0,10,1,6,-2,10
OXTR agonist,-1.3,nt,nt,nt,-0.9,1.1,0.3,-1.1,-0.4,-1.1
OXTR potentiate,-2,nt,nt,nt,-8,-2,-4,-2,-2,1
CHO parental Ca,-25,nt,nt,nt,-34,-14,-6,-17,-4,-1
CHRM1 agonist,-4,-3,-6,0,-3,-5,-3,-4,-2,0
V1aR counter,0.4,nt,nt,nt,-0.8,1.5,0.8,-1.7,-0.1,1.8
TAAR1 ag,14,0,-1,3,-2,4,18,-2,3,0

21) O=C(CSc1nc2c(sc3ccccc32)c(=O)n1-c1ccccc1)NCc1ccco1
22) CCCCNC(=O)C1(C)CCCCN1Cc1ccc(OCc2ccccc2)cc1 (configuration not stated)
23) COC(=O)C1CCN(C2CN(C3CCCCC3)S(=O)(=O)C2)CC1 (configuration not stated)
24) CCN1C(=O)[C@@H]2[C@@H](c3ccc(-c4ccc(OC)cc4)cc3)N3CCC[C@@]3(C(=O)OC)[C@@H]2C1=O
25) COC(=O)c1ccc2nc(NC(=O)C(C)(C)C)sc2c1
26) COc1cc(CNC(=O)Nc2nc(C(N)CCc3ccccc3)cs2)cc(OC)c1OC (configuration not stated)
27) c1ccc(-c2noc(-c3ccncc3)n2)nc1
28) CCC(C(=O)NCCC1=CCCCC1)n1nc(C)c2c(C)n(-c3ccccc3)nc2c1=O (configuration not stated)
29) CCC1C(=O)N=C(SCC(=O)Nc2ccc(C)cc2)N(c2ccccc2)C1=O (configuration not stated)
30) C=C(C)CNC(=S)N/N=C/c1ccc(N2CCOCC2)cc1
assay / entry,21,22,23,24,25,26,27,28,29,30
TAAR1 antag,35,-6,1,4,-4,-10,-5,-30,-14,21
M1 antag,3,-4,3,-7,-6,0,-7,0,-13,-4
M1 PAM,1,-5,4,14,1,-15,3,-7,3,2
OXTR agonist,-2.6,nt,nt,0.0,-1.6,nt,-0.3,0.3,-0.2,2.3
OXTR potentiate,2,nt,nt,-12,5,nt,-3,-9,9,-5
CHO parental Ca,-19,nt,nt,-11,-17,nt,-2,-16,-10,1
CHRM1 agonist,-7,-8,1,-4,-9,-9,-3,-5,-2,-3
V1aR counter,1.5,nt,nt,0.5,0.3,nt,1.1,2.7,0.5,4.5
TAAR1 ag,5,9,1,1,4,1,0,-3,12,5

31) COC(=O)C[C@H](NC(=O)Cn1cnc2c(NCc3ccccc3)ncnc21)C(=O)OC
32) O=C(NCCS(=O)(=O)N1CCN(c2ccccc2)CC1)c1ccc2c(c1)OCO2
33) CCCN(Cc1ccccc1)C(=O)Nc1ccc2c(c1)nnn2C
34) CNC(=O)c1ccc(NC(=O)C2CCN(S(=O)(=O)c3cccc(C(F)(F)F)c3)CC2)cc1
35) COC(=O)CC1C(=O)NCCN1C(=O)Nc1ccc(Cl)c(Cl)c1 (configuration not stated)
36) O=C(Nc1ccnc(-c2cccnc2)n1)c1cccs1
37) Cc1cc(C(=O)NNC(=O)CCCOc2ccccc2)c(C)o1
38) Cc1ccc(NC(=O)c2cc(-c3cc(F)ccc3OCC3CCCO3)n[nH]2)cc1NS(C)(=O)=O (configuration not stated)
39) CCN1CCc2c(sc(NC(=O)c3ccc4ccccc4c3)c2C(N)=O)C1
40) CC(=O)Nc1ccc(S(=O)(=O)N2CCC(N(C)CCC(C)C)CC2)cc1
assay / entry,31,32,33,34,35,36,37,38,39,40
TAAR1 antag,-9,5,0,13,21,-1,-50,46,10,10
M1 antag,-10,5,-6,30*,0,3,-9,23,0,-22
M1 PAM,2,-1,2,-13,5,2,5,-15,0,5
OXTR agonist,nt,3.3,1.2,0.4,0.7,-1.3,-0.7,nt,6.3,1.4
OXTR potentiate,nt,-1,-4,-5,-6,-1,-7,nt,-3,-3
CHO parental Ca,-11,-35,-5,-2,-7,-10,-5,nt,3,-5
CHRM1 agonist,-2,1,-5,-3,-1,-3,-2,-2,-1,-7
V1aR counter,nt,1.0,0.0,0.2,0.3,1.0,0.7,nt,2.8,0.8
TAAR1 ag,1,4,-1,6,0,4,3,13,2,6

41) COc1cccc(CNC(=O)CN2c3cccc4cccc(c34)S2(=O)=O)c1
42) Cc1ccc(NC(=S)/N=C(\N)Nc2nc(C)c3ccccc3n2)cc1C
43) Cc1ccc(C#CC[N+](C)(C)CC#Cc2ccccc2)cc1
44) Cc1occc1-c1nnc(SCC(=O)Nc2nc3ccccc3s2)o1
assay / entry,41,42,43,44
TAAR1 antag,3,-17,-19,-9
M1 antag,-10,-13,30*,-18
M1 PAM,3,8,-18,6
OXTR agonist,-1.9,-2.7,-0.1,2.6
OXTR potentiate,-7,-8,-5,-5
CHO parental Ca,-22,-28,-4,-5
CHRM1 agonist,-5,-7,-7,3
V1aR counter,-0.1,0.3,0.6,2.2
TAAR1 ag,3,-2,2,10

Looked up above:
V1aR counter with cpd 42 : 0.3
CHRM1 agonist with cpd 43 : -7
V1aR counter with cpd 44 : 2.2
OXTR potentiate with cpd 41 : -7

Among those listed so far, seven have an aryl methoxy group.
9) COc1ccc(-c2ncccc2OC(=O)C23CC4CC(CC(C4)C2)C3)cc1
15) COc1ccc(NC(=O)C/C(C)=N/NC(=O)CCc2ccccc2)c(OC)c1
16) COc1ccc(Cl)cc1NC(=O)CN(C)S(=O)(=O)c1cccs1
19) COc1ccc(NC(=O)CC(C)n2ccnc2)cc1 (configuration not stated)
24) CCN1C(=O)[C@@H]2[C@@H](c3ccc(-c4ccc(OC)cc4)cc3)N3CCC[C@@]3(C(=O)OC)[C@@H]2C1=O
26) COc1cc(CNC(=O)Nc2nc(C(N)CCc3ccccc3)cs2)cc(OC)c1OC (configuration not stated)
41) COc1cccc(CNC(=O)CN2c3cccc4cccc(c34)S2(=O)=O)c1
assay / entry,9,15,16,19,24,26,41
TAAR1 antag,2,-10,-5,-5,4,-10,3
M1 antag,9,0,-9,4,-7,0,-10
M1 PAM,-5,0,10,-2,14,-15,3
OXTR agonist,-2.1,-0.9,1.1,-0.4,0.0,nt,-1.9
OXTR potentiate,-2,-8,-2,-2,-12,nt,-7
CHO parental Ca,-20,-34,-14,-4,-11,nt,-22
CHRM1 agonist,-4,-3,-5,-2,-4,-9,-5
V1aR counter,-0.9,-0.8,1.5,-0.1,0.5,nt,-0.1
TAAR1 ag,3,-2,4,3,1,1,3

Source: PubChem (The Scripps Research Institute Molecular Screening Center)
